Screening data: PubChem BioAssay, National Center for Advancing Translational Sciences (NCATS)
ELG1 repair inh: ELG1-dependent DNA repair inhibition | HEK293T ELG1-luciferase reporter, luminescence, 16 h; DNA damage induced by 5-fluorouridine | Potency, µM (highest dose often 46.1 µM), for inactives: at the highest dose activity change, negative = inhibition, hits mostly inhibitors | 2.3% of 330,000 active; further: potency means the concentration at half of the fitted maximal effect; on the % scale 0 is the no-effect control and ±100 the full control effect; nearly all actives have a fitted effect of over 55% in size
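Luminescence from the luciferase reporter, measured 30 min after ONE-Glo reagent at room temperature, was the read-out. Beforehand, 2,000 cells per well were exposed for 16 hr at 37 °C to 5-fluorouridine together with compound or vehicle.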
p53 reactivation: restores transcriptional activity of mutant p53 | Potency, µM (doses to about 92.2 µM), without a hit: at the top dose activity change, positive = activation, usual class: activators | 0.063% of 320,000 active | H1299 p53-A138V BP100-luciferase reporter, luminescence, 24 h; further: potency means the concentration at half of the fitted maximal effect; % of control where 0% means no effect; nearly all actives have a fitted effect of over 45% in size
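p53-null H1299 cells stably carrying temperature-sensitive p53-A138V and a BP100-luciferase reporter were pinned with compounds (4-point, 1:5 series) and held 24 hrs at 37 deg C. Luminescence was read 10 min after detection reagent.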
TRPV1 agonist: activates the human vanilloid receptor TRPV1; TRPV1-expressing cells, Fluo-8 calcium influx, agonist mode; activation, % at 8.33 µM; 0.19% of 320,000 active; in the data active means activation above about 80%; inconclusive means between about 30% and that limit; further: 0% is about no effect
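Fluo-8 calcium influx in TRPV1-expressing cells, kinetic read (ex 480/em 520 nm). Compound added and read 3 min for agonist activity, followed by capsaicin at EC20 final and 2 min further read for enhancement.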
A-T KAP1 phos: potential ataxia-telangiectasia treatment; 0.19% of 320,000 active; […] A-T fibroblasts, KAP-1 phosphorylation AlphaLISA; neocarzinostatin DNA damage 30 min before lysis; AID 485349; Potency, µM (doses to about 57.5 µM), inactives show top-dose activation, most hits filed as activators; further: potency means the concentration at half of the fitted maximal effect; % of control where 0% means no effect; nearly all actives have a fitted effect of over 45% in size
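ATM-like activity read as KAP-1 phosphorylation via AlphaLISA donor/acceptor antibody pairs after lysis and 6 hr at 25C. Cells were ATM-null patient fibroblasts ([…], hTERT), dosed 60 min, then exposed to the DSB inducer NCS for 30 min.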
BRCA1 expr act: activators of BRCA1 expression | 1.1% of 380,000 active | Potency, µM (doses to about 46.1 µM), for the others: at the highest dose activation, most hits filed as activators | MCF7-BRCA1-FFLuc reporter, luminescence, 48 h; response scale: scaled: vehicle 0%, 10 µM genistein 100% | AID 624202; further: potency means the concentration at half of the fitted maximal effect; nearly all actives have a fitted effect of over 80% in size; some results filed as inactive show a strong effect at the top dose
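Cells: MCF7-BRCA1-FFLuc, 2000/well. Exposure: 48 h, 37 °C, 5% CO2. Read: luminescence, 15 min post-substrate. Controls: genistein 10 microM (maximal activation), DMSO (neutral).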
TCR act: activates T cell receptor signaling | primary human leukocytes, anti-CD3, IL-2 HTRF, 48 h | Potency, µM (highest dose often 9.22 µM), for the others: at the top dose activation of IL-2 secretion, hits mostly activators | 330,000 tested, under 10 active | AID 504894; further: % of control where 0% means no effect
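HTRF read-out of IL-2 secretion: europium cryptate donor excited at 320nm, d2 acceptor emission at 665nm. Cells were primary human leukocytes incubated 48 hr with compounds and a-CD3 beads, supplying TCR signal only.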
PTAP TSG101 blk: blocks PTAP/TSG101 interaction to inhibit HIV-1 budding | Q99816 | Potency, µM (doses to about 115 µM), for the others: at the top dose activity change, negative = inhibition, hits mostly inhibitors | AID 493005 | Fluorescence polarization, FITC-PTAP peptide / Tsg101 binding | 340,000 tested, under 10 active; active means well fitted inhibition curve with a large enough effect in the main read-out, with a control signal flat, not every such curve was filed as active; inconclusive means small, poorly fitted or top-dose-only effect, or effect the other way, or a change in a side signal; inactive means no such curve, though single readings can be large or run the other way; further: potency means the concentration at half of the fitted maximal effect; % of control where 0% means no effect
Target sequence (Q99816 whole entry, looked up): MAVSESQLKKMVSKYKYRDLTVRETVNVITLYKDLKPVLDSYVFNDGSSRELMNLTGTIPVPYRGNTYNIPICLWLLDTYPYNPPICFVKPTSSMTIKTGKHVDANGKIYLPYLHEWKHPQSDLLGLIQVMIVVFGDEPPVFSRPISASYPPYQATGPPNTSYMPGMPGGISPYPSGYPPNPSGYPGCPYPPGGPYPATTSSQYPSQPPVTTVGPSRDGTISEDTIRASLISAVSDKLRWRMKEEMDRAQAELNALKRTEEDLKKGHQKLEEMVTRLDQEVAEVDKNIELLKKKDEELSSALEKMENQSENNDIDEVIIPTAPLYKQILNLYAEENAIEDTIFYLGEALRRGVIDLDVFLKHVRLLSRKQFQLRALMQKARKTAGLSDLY
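Compounds were pin-transferred onto Tsg101 binding domain (10 uM final) in HEPES pH 7.5 buffer, then FITC-PTAP peptide was added at 50 nM final. After 20 min at RT, polarization reported peptide displacement across a qHTS concentration series.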
B2AR arrestin: beta2AR (human) beta-arrestin recruitment activity; P07550; beta-arrestin recruitment to beta2AR, cell-based reporter; Potency, µM (top dose mostly 46.1 µM), inactives show top-dose activation, most hits filed as activators; 0.02% of 330,000 active; AID 492947;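 further: potency means the concentration at half of the fitted maximal effect; 0% = DMSO controls and full agonism = EC100 isoproterenol or metaproterenol; nearly all actives have a fitted effect of over 65% in size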
Target sequence (P07550 whole entry, looked up): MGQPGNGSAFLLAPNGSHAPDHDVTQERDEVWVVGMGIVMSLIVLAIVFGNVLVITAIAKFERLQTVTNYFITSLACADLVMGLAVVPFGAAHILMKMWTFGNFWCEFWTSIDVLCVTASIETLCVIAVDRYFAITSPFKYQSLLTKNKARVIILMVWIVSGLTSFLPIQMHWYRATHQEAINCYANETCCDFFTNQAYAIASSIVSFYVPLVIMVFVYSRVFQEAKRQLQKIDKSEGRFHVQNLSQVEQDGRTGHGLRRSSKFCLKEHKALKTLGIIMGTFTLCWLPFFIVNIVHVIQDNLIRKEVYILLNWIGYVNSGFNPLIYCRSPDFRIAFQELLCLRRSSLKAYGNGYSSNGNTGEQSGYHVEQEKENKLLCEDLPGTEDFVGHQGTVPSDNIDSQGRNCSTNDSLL
a7 integrin act: integrin-mediated muscular dystrophy alleviation activation; alpha7betagal myoblasts, beta-gal FDG fluorescence, 48 h; Potency, µM (titrated, usually from 38.3 µM), without a hit: at the top dose activation, most hits filed as activators; 0.064% of 350,000 active; AID 624291;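 further: potency means the concentration at half of the fitted maximal effect; 100% = response of the positive control SU9516; nearly all actives have a fitted effect of over 60% in size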
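alpha7betagal+/- myoblasts (passage 13, 250/well) treated 48 h at 37C with compounds at 1:260 dilution of DMSO stock. Lysed, then beta-galactosidase activity read as FDG fluorescence (ex 480/em 540) after 30 min, with pre-read for autofluorescence.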
MLL CXXC-DNA inh: blocks binding of human MLL CXXC domain to DNA | Q03164 | MLL-CXXC / FITC-HOXA9 DNA fluorescence polarization | Potency, µM (series often up to 115 µM), inactives show top-dose activity change, negative = inhibition, hits mostly inhibitors | 0.037% of 290,000 active | AID 2662; active means well fitted inhibition curve with a large enough effect in the polarisation, with a control signal flat, not every such curve was filed as active; inconclusive means small, poorly fitted or top-dose-only effect, or effect the other way, or a change in a side signal; inactive means no such curve, though single readings can be large or run the other way; the % refers to the polarisation; further: potency means the concentration at half of the fitted maximal effect
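Fluorescence polarization: 7 uM MLL-CXXC (stock) preincubated 5 min with compounds, then 50 nM fluorescein-HOX-A9 DNA (stock) added; 30 min ambient. Buffer 50 mM Tris-HCl pH 7.5, 50 mM NaCl, 1 mM DTT, 0.05% BSA.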
An asterisk follows results filed as active; u = inconclusive; x = no result given; [ ] = another dose, or the depositor's remark. Unless noted, the call rests on the fitted dose curve; in most records, active means well fitted curve in the direction sought with a large enough effect; inconclusive means small, poorly fitted or top-dose-only effect, or another doubt; inactive means no such curve, though single readings can be large; an effect the other way counts as inactive or inconclusive.

SMILES	ELG1 repair inh	p53 reactivation	TRPV1 agonist	A-T KAP1 phos	BRCA1 expr act	TCR act	PTAP TSG101 blk	B2AR arrestin	a7 integrin act	MLL CXXC-DNA inh
Cn1c(=O)c2[nH]c(Cc3cccc4ccccc34)nc2n(C)c1=O	x	x	x	x	-64%	4%	-9%	x	-25%	x
CC(C)=CCN1CCN(Cc2ccc(C#CC(C)(C)O)cc2)CC1CCO (stereo not given)	-2%	-1%	1	7%	-7%	-16%	-5%	-0.7%	-19%	5%
CCCn1c(=O)c(C(=O)NCc2ccccn2)c(O)c2ccccc21	0%	-3%	14	2%	-37%	1%	-6%	-0.4%	-5%	21%
CC(CCc1ccccc1)NC(=O)C1CC1 (stereo not given)	x	x	x	x	10%	-8%	0%	x	u	x
CN(C(=O)c1cc(S(=O)(=O)N2CCCCC2)c[nH]1)C1CCCCC1	-12%	6%	25	5%	-5%	3%	0%	0.5%	u	-1%
COCc1c(N)c(C)nc(Cl)c1C#N	-15%	5%	u	5%	0%	0%	-1%	0.0%	-5%	15%
C[C@@H]1CN([C@H](C)CO)C(=O)c2cccc(NS(=O)(=O)c3ccccc3)c2O[C@H]1CN(C)C	-5%	1%	x	11%	-13%	-4%	0%	-0.8%	9%	x
Cc1occc1C(=O)N/N=C/C=C/c1ccccc1	u	20%	u	4%	10µM*	8%	5%	0.2%	u	-2%
COc1ccc(CNc2ccc(-c3ccc(OC)cc3)nn2)cc1	u	0%	1	4%	u	2%	-5%	0.1%	-3%	-3%
Cc1cc(OCC(=O)OCC(=O)Nc2cc(C(F)(F)F)ccc2N2CCOCC2)ccc1Cl	21%	-4%	9	2%	-20%	-6%[46.1 µM]	-7%	-0.4%	22%	-3%
COc1ccc(N2CCN(C(=O)NC(=O)c3ccc(Cl)cc3)CC2)cc1	-3%	1%	5	8%	8%	-2%	-3%	-0.3%	4%	-13%
O=C(N/N=C1\CCCc2ccccc21)C(O)c1ccccc1 (stereo not given)	13%	0%	0	-3%	-2%	-1%	-5%	-0.7%	-15%	-8%
CC(C)c1ccc(NC(=O)COC(=O)COc2ccccc2)cc1	u	6%	25	-2%	27%	-4%[46.1 µM]	-6%	-0.3%	-5%	17%
CS(=O)(=O)N1CCCC(C(=O)Nc2ccccc2C(F)(F)F)C1 (stereo not given)	-6%	9%	-6	-13%	13%	12%	-1%	-0.8%	22%	-1%
O=C(CCl)Nc1cccc(CP(=O)(c2ccccc2)c2ccccc2)c1	15µM*	-12%	1	5%	-21%	2%	0%	0.3%	-79%[inhibitor]	-4%
S=C(NCCCN1CCOCC1)Nc1ccc(-c2nc3ccccc3[nH]2)cc1	u	-3%	-1	15%	22%	2%	-1%	0.0%	-59%[inhibitor]	7%
COc1cccc(N2CCN(Cc3nc(N)nc(Nc4ccccc4OC)n3)CC2)c1	u	1%	8	3%	-10%	-11%	-5%	-0.5%	-17%	6%
COc1cc(CC(NC(C)=O)C(=O)NC2CCN(c3nc(C)cc(C)c3C#N)CC2)cc(OC)c1 (stereo not given)	-10%	-25%	-1	2%	20%	0%	-2%	0.4%	14%	5%
COc1cccc(C(=O)/C=C/Nc2ccc(S(=O)(=O)Nc3ncccn3)cc2)c1	24%	20%	4	3%	-1%	10%[46.1 µM]	-3%	1.0%	-3%	-8%
CN(c1ccccc1)c1nc(N)c([N+](=O)[O-])c(NCc2ccccc2)n1	-16%	6%	2	5%	-46%	5%	-3%	4.0%	u	14%

A portion from the list above:
SMILES	ELG1 repair inh	p53 reactivation	TRPV1 agonist	A-T KAP1 phos	BRCA1 expr act	TCR act	PTAP TSG101 blk	B2AR arrestin	a7 integrin act	MLL CXXC-DNA inh
CC(C)c1ccc(NC(=O)COC(=O)COc2ccccc2)cc1	u	6%	25	-2%	27%	-4%[46.1 µM]	-6%	-0.3%	-5%	17%
CS(=O)(=O)N1CCCC(C(=O)Nc2ccccc2C(F)(F)F)C1 (stereo not given)	-6%	9%	-6	-13%	13%	12%	-1%	-0.8%	22%	-1%
O=C(CCl)Nc1cccc(CP(=O)(c2ccccc2)c2ccccc2)c1	15µM*	-12%	1	5%	-21%	2%	0%	0.3%	-79%[inhibitor]	-4%
S=C(NCCCN1CCOCC1)Nc1ccc(-c2nc3ccccc3[nH]2)cc1	u	-3%	-1	15%	22%	2%	-1%	0.0%	-59%[inhibitor]	7%
COc1cccc(N2CCN(Cc3nc(N)nc(Nc4ccccc4OC)n3)CC2)c1	u	1%	8	3%	-10%	-11%	-5%	-0.5%	-17%	6%
COc1cc(CC(NC(C)=O)C(=O)NC2CCN(c3nc(C)cc(C)c3C#N)CC2)cc(OC)c1 (stereo not given)	-10%	-25%	-1	2%	20%	0%	-2%	0.4%	14%	5%
COc1cccc(C(=O)/C=C/Nc2ccc(S(=O)(=O)Nc3ncccn3)cc2)c1	24%	20%	4	3%	-1%	10%[46.1 µM]	-3%	1.0%	-3%	-8%
CN(c1ccccc1)c1nc(N)c([N+](=O)[O-])c(NCc2ccccc2)n1	-16%	6%	2	5%	-46%	5%	-3%	4.0%	u	14%

More compounds
SMILES	ELG1 repair inh	p53 reactivation	TRPV1 agonist	A-T KAP1 phos	BRCA1 expr act	TCR act	PTAP TSG101 blk	B2AR arrestin	a7 integrin act	MLL CXXC-DNA inh
CN1CCCCc2c1[nH]c1ccccc1c2=O	1%	3%	1	5%	-44%	-1%	-4%	-0.1%	4%	7%
CC(C)(C)c1ccc(-c2c(C#N)c(N)nc3c2CCCC3)s1	13%	6%	2	2%	-19%	4%	-2%	-1.1%	-22%	0%
CCCCCN(C(=O)NC(=O)Nc1ccc(C)cc1)S(=O)(=O)c1ccccc1	26%	6%	1	0%	-1%	5%[46.1 µM]	-3%	-0.1%	21%	-12%
C=Cn1ccnc1P(=S)(c1ccc2c(c1)c1ccccc1n2CC)c1nccn1C=C	u	-7%	-3	6%	-90%	6%	-3%	3.5%	-3%	3%
C/C(=N\NC(=O)CCn1nnc2ccccc21)c1ccco1	u	1%	3	4%	1%	-4%	1%	-0.1%	0%	-6%
CCCC(=O)Nc1ccc(C(=O)Nc2ccc([N+](=O)[O-])cc2OC)cc1	-11%	2%	2	6%	14%	x	-1%	0.0%	-25%	-11%
NC(=O)c1ccc(NC(=O)c2cnc3ccccc3n2)cc1	u	11%	10	-1%	28%	1%	4%	-0.4%	3%	-3%
CC(C)Oc1ccccc1C(=O)NC(CO)C(=O)O (stereo not given)	6%	-1%	-1	-5%	0%	-2%	0%	-1.1%	13%	6%
COc1ccc(COC(=O)Oc2ccc(CNC(C)=O)cc2OC)c([N+](=O)[O-])c1	30%	-1%	21	1%	2%	-2%	-5%	-0.4%	11%	x
COc1cccc(N=c2oc3ccccc3cc2-c2nc3ccccc3[nH]2)c1	u	u	19	7%	0%	0%	0%	0.1%	13%	-10%
COc1ccc(-c2cc(-n3c(C(F)(F)F)nc4ccccc43)n(CCC#N)n2)cc1	u	-28%	-2	3%	-57%	11%	0%	1.1%	-12%	7%
COc1ccc(-n2nc(C(=O)NCC(=O)N3CCN(c4cccc(Cl)c4)CC3)c3ccccc3c2=O)c(OC)c1	-14%	1%	-2	-2%	-13%	4%	-1%	-0.4%	6%	-5%
NS(=O)(=O)c1ccc2ccccc2c1	9%	4%	-7	1%	0%	-4%	-3%	-1.0%	-21%	-15%
c1ccc(-c2onc(-c3ccco3)c2-c2ccc3c(c2)OCO3)cc1	1%	10%	-2	11%	5%	-2%	-6%	-1.2%	13%	8%
Cc1ccc2nc(C(O)C(O)c3nc4ccc(C)cc4[nH]3)[nH]c2c1 (stereo not given)	u	14%	-2	3%	-4%	2%	-4%	0.6%	-15%	-11%
Cc1ccc(C)c(C(=O)COC(=O)CCN2C(=O)C3C4CCC(C4)C3C2=O)c1 (stereo not given)	-14%	x	2	3%	3%	0%	1%	0.2%	21%	-9%
Nc1nc2n(n1)C(=O)CC(c1ccccc1)N2 (stereo not given)	-18%	0%	-3	-2%	3%	-3%	-2%	0.0%	-28%	1%
CN(C(=O)c1cccc(NC(=O)Cc2ccc(NC(=O)C3CCCN(C(=O)CCc4ccccc4)C3)cc2)c1)C1CCCC1 (stereo not given)	x	x	x	x	-47%	-3%	1%	x	-10%	x
O=C(COC(=O)Cc1cn2ccsc2n1)Nc1nc2ccccc2s1	17%	5%	12	-4%	14%	4%	-2%	-0.6%	-19%	7%
Cc1nn(CC(=O)Nc2nnc(C(C)C)s2)c(=O)c2ccccc12	1%	0%	3	0%	-20%	3%	1%	0.1%	-30%	24%
CCc1cccc(NC(=O)C2CCCN2S(=O)(=O)c2ccccc2C(F)(F)F)c1 (stereo not given)	-4%	17%	4	6%	-13%	-2%	-1%	0.0%	-9%	x
